MBD2 inh = inhibitors of MBD2 binding to methylated DNA, primary screen, biochemical, TR-FRET, DNA-binding domain, human. Methyl-CpG-binding domain protein 2 (Homo sapiens), Q9UBB5. MBD2 binding to methylated oligonucleotide. inhibition, % at 4.4 µM. 370,000 compounds, 0.31% hits; in the data active = inhibition above about 13%
Target sequence (Q9UBB5 whole entry, looked up, the tested form may be a part): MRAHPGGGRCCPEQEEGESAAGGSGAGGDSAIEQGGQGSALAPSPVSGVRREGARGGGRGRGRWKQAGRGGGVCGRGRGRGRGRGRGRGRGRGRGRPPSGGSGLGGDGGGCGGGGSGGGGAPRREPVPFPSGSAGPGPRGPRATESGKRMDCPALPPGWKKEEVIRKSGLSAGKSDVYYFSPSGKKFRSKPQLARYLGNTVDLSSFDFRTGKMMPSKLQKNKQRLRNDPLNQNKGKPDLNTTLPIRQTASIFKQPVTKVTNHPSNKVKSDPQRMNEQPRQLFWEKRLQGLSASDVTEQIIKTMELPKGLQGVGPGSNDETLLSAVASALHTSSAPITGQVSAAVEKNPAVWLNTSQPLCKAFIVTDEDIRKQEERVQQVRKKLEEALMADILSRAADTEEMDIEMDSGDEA
NR1D1 modulator = modulators of Rev-erb alpha DNA binding, primary screen, biochemical, FITC-DNA, fluorescence polarization, uHTS | Nuclear receptor subfamily 1 group D member 1 (Homo sapiens), P20393 | Rev-erbα–FITC-DNA binding, 90 min | activity, % at 10 µM | 370,000 compounds, 0.79% hits | AID 1259318, 2017;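 active = activity above about 14%, limit read from the data; passing the limit was not always enough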;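 also: 0% = DMSO wells with 35 nM protein and 100% = DMSO wells with 750 nM protein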
hgDAF-12 ag = H. glycines DAF-12 receptor agonists, primary screen, cell-based, luminescence, HEK293, GAL4 fusion, UAS-luciferase. 370,000 compounds, 1.8% hits. activation, % at 6.8 µM. Nuclear hormone receptor DAF-12 (Heterodera glycines), GAL4 fusion. HEK293 GAL4-hgDAF12 UAS-luciferase reporter, agonist luminescence; normalized to butyrate control;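 active = activation above a cutoff set at the mean of all screened compounds plus 3 SD, cut at about 10% in these data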;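 also: 0% = DMSO wells and 100% = sodium butyrate wells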
ADAM17 inh = ADAM17 inhibitors, primary screen, biochemical, QFRET. Disintegrin and metalloproteinase domain-containing protein 17 (Homo sapiens), P78536. recombinant ADAM17, EDANS/DABCYL FRET peptide cleavage. inhibition, % at 6.95 µM. 370,000 compounds, 0.83% hits;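 active = inhibition above the mean of compounds lying between control limits plus 3 SD, set per campaign, cut at about 8.5% in these data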;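 also: 0% = DMSO-only wells as the low control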
PLCb3 inh = human PLC-beta3 inhibitors, primary screen, biochemical, fluorescence. 1-phosphatidylinositol 4,5-bisphosphate phosphodiesterase beta-3 (Homo sapiens), Q01970. Purified PLC-beta3, fluorogenic substrate. inhibition, % at 12.2 µM. 370,000 compounds, 0.18% hits. AID 720704, 2013; in the data active = inhibition above about 11%;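 also: 0% = median of compound wells on plate and 100% = full blocker control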
DAX1 inh-1 = DAX1 (NR0B1) inhibitors, primary screen, cell-based, HEK293, Gal4-DAX1, luciferase luminescence; 340,000 compounds, 0.99% hits; AID 504766, 2011; Nuclear receptor subfamily 0 group B member 1 (Homo sapiens), P51843; inhibition, % at 6.75 µM; HEK293 Gal4-DAX1 luciferase reporter;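 active = inhibition above the mean over all tested compounds plus 3 SD, cut at about 4.2% in these data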;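 also: 0% = DAX1-transfected cells with DMSO and 100% = empty-vector control cells with DMSO; inhibition shows as a rise in luminescence from relieved DAX1 repression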
Target sequence (P51843 207-470 limits assumed): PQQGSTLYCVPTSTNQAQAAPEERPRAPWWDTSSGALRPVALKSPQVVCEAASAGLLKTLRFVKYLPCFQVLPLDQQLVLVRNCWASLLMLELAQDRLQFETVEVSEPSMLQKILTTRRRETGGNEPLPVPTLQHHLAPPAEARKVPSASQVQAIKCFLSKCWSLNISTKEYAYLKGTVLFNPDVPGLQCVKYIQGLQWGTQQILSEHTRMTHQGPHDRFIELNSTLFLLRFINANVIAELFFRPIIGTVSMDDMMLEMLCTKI
PLCg1 inh = PLC-gamma1 enzyme inhibitors, primary screen, biochemical, fluorescence, purified enzyme; 370,000 compounds, 0.84% hits; AID 720700, 2013; fluorogenic substrate; inhibition, % at 12.2 µM; 1-phosphatidylinositol 4,5-bisphosphate phosphodiesterase gamma-1 (Homo sapiens), P19174; in the data active = inhibition above about 9.5%
SMARCA2 activ = SMARCA2 (BRM) function activators, primary screen, cell-based, luminescence, high throughput; 370,000 compounds, 1% hits; MG213 cells, MMTV-luciferase reporter, dexamethasone, overnight; activation, % at 9.1 µM; in the data active = activation above about 7.8%;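 also: 0% = vehicle wells and 100% = reference activator wells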
DAX1 inh-2 = DAX1 (NR0B1) inhibitors on StAR promoter, primary screen, cell-based, luminescence, SF-1 (NR5A1), full-length DAX-1. HEK293T StAR-luciferase reporter, SF-1/DAX-1 repression relief. inhibition, % at 6.8 µM. 370,000 compounds, 1.1% hits. AID 652010, 2013;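 active = inhibition above the mean over all tested compounds plus 3 SD, cut at about 3.6% in these data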;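 also: 0% = DAX-1 cells with DMSO and 100% = cells lacking DAX-1 with DMSO; higher inhibition means more luminescence from relief of DAX-1 repression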
hcDAF12 agonist = H. contortus DAF-12 nuclear receptor activators, primary screen, cell-based, luminescence, HEK293, lit1-tk-luc reporter. AID 652067, 2013. 370,000 compounds, 1.4% hits. HEK293 hcDAF-12 lit1-tk-luc reporter; 0% DMSO, 100% Δ7-dafachronic acid. activation, % at 6.8 µM;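 active = activation above the mean of all tested compounds plus 3 SD, cut at about 5.5% in these data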;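 also: 100% = response to 3 µM Δ7-dafachronic acid high control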
ssDAF-12 act = S. stercoralis DAF-12 nuclear receptor activators, primary screen, cell-based, luminescence, HEK293, GRIP1 co-expression, lit1-tk-luc. 370,000 compounds, 1% hits. HEK293 ssDAF-12/GRIP1 lit1-tk-luc reporter; % of 3 µM dafachronic acid response. AID 652126, 2013. activation, % at 6.8 µM;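 active = activation above the mean over all tested compounds plus 3 SD, cut at about 0.9% in these data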;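 also: 0% = DMSO-only wells and 100% = 3 µM delta7-dafachronic acid wells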
Starred values were filed as active, the others as inactive; i = inactive; nt = no result given; & = joins results of further samples. Hits appear at their usual frequency. About 7.4% of those tested had a hit in this group.

cpd	Molecule	MBD2 inh	NR1D1 modulator	hgDAF-12 ag	ADAM17 inh	PLCb3 inh	DAX1 inh-1	PLCg1 inh	SMARCA2 activ	DAX1 inh-2	hcDAF12 agonist	ssDAF-12 act
1	O=S(=O)(c1ccccc1)c1nc(Cc2ccccc2)oc1N1CCOCC1	-1	-5	1.1	-2	3	-1.0	3	-2	-0.3	-0.2	-0.4
2	CC1CC(C)CN(C(=O)COC(=O)c2cc([N+](=O)[O-])ccc2N2CCOCC2)C1 (stereo unspecified)	-7	2	-1.9	1	-5	1.4	3	-1	-1.4	-2.8	-1.1
3	O=C1c2ccccc2NC(c2ccccc2)N1Cc1ccccc1 (stereo unspecified)	-3	8	-0.7	-300	-335	-1.1	-348	2	0.2	-1.7	-1.4
4	CCOC(=O)C1=CN(CC2CCCO2)C=C(C(=O)OCC)C1c1ccccc1C(F)(F)F (stereo unspecified)	0	0	-0.7	-91	-118	-0.4	-73	-2	0.1	-1.2	-1.8
5	CN(C)Cc1cc(OCc2ccccc2)cc(CN(C)C)c1O	-3	4	-1.8	2	2	-0.6	6	-3	2.1	-0.6	-1.8
6	CCOc1ccc(N2C(=O)CC(S/C(N)=N/N=C/c3cccs3)C2=O)cc1 (stereo unspecified)	-3	-1	1.6	3	5	-0.1	10*	-3	-0.1	-0.5	-0.4
7	Cn1c(=O)c2c(C(=O)O)cc(-c3ccccc3)nc2n(Cc2ccccc2)c1=O	-6	-3	-0.3	-27	-79	2.5	-48	1	-0.2	-1.4	-1.0
8	O=C(Nc1ccc(F)c(Cl)c1)c1csc([C@@H]2C[C@H](O)[C@@H](CO)O2)n1	-1	13	1.6	4	5	nt	4	-3	4.7*	3.0	-1.0
9	COc1ccc(C(C(=O)NC2CCCCC2)N(C(=O)Cc2c[nH]c3ccccc23)c2ccc(NC(C)=O)cc2)cc1OC (stereo unspecified)	1	-5	-4.3	1	-1	0.6	1	2	-0.3	0.7	-1.0
10	COc1ccccc1NC(=O)COC(=O)c1ccccc1OCC(=O)Nc1ccc(SC(F)F)cc1	-4	1	-2.6	3	-2	-1.4	-1	-2	-0.2	-2.8	-1.5
11	COc1ccc(C(=O)c2nc3c(n2O)CCCCC3)cc1	2	-1	1.2	1	2	-0.2	4	1	0.2	-1.2	-1.2
12	CC12CCC(C(=O)N(CC(O)CN3CCCCCC3)C1=O)C2(C)C (stereo unspecified)	2	-1	-0.2	-2	-1	3.8	-4	-1	0.4	-0.3	-1.1

A few values from the entries so far:
In hcDAF12 agonist, no. 10 has the entry -2.8
In hgDAF-12 ag, no. 12 has the entry -0.2

The listing continues.
cpd	Molecule	MBD2 inh	NR1D1 modulator	hgDAF-12 ag	ADAM17 inh	PLCb3 inh	DAX1 inh-1	PLCg1 inh	SMARCA2 activ	DAX1 inh-2	hcDAF12 agonist	ssDAF-12 act
13	CC(=O)c1cnc(Oc2cc(Cl)ccc2Cl)nc1C	4	-4	0.4	-2	-5	0.0	0	-1	-0.3	-0.6	-1.1
14	CCOC(=O)c1ccc(S(=O)(=O)N2CCN(C(=O)c3cccc(S(=O)(=O)N4CC(C)OC(C)C4)c3)CC2)cc1 (stereo unspecified)	6	0	0.0	-3	-3	0.5	3	-2	-0.3	-0.8	-1.5
15	O=C(c1nc2ccccn2c1CNCCCn1ncc2ccccc21)N1CCOCC1	4	0	-2.5	-1	-2	-1.8	-5	3	-0.2	-0.5	-1.4
16	COc1ccc2c(-c3ccc(S(N)(=O)=O)cc3)c(-c3ccc(S(C)(=O)=O)cc3)sc2c1	-4	-9	0.3	i	i	-2.5	i	-4	-4.2	-2.0	-0.7
17	CC1CCCCN1CC(=O)Nc1sccc1C#N (stereo unspecified)	-10	-5	-1.1	0	-7	0.0	-10	0	-0.6	-1.3	-0.5
18	Cn1c(=O)c2c(nc(N3CCCCCC3)n2CCSc2nc3ccccc3o2)n(C)c1=O	2	8	2.3	-2	0	-0.7	0	4	0.1	3.6	-0.4
19	Cc1ccc(NC(=O)c2csc(-c3ccccc3)c2C)cc1	4	-3	6.1	-5	2	0.1	2	-2	4.3*	2.9	-0.8
20	O=C1NC2(CCCCC2)N=C1c1ccc(Br)cc1	-1	-3	4.7	0	4	0.3	2	-5	-0.2	-0.3	-0.4
21	CC(C)(C)NC(=O)C(c1ccccc1F)n1c(=O)c(-c2cc3ccccc3[nH]2)nc2ccccc21 (stereo unspecified)	4	1	3.0	-73	i	nt	i	-1	-0.4	1.4	0.4
22	CC(=O)CC1(O)C(=O)Nc2ccccc21 (stereo unspecified)	-2&1	2&10	0.2&4.5	-3&-4	1&-5	2.0	1&0	-3&2	0.0&-0.1	2.1&-0.6	-1.2&-1.5
23	C[C@H](NC(=O)c1ccc(Cl)cc1)C(=O)OCn1nnc2ccccc2c1=O	-1	9	-1.0	-1	-2	0.1	-2	3	-1.3	1.1	-1.2
24	N#CCC[C@@H]1CC[C@]2(CCCN(C(=O)c3cccnc3)C2)O1	-3	10	4.4	3	4	nt	1	-4	0.7	-1.1	-1.4
25	COCc1c(C(=O)OCC(=O)N2c3ccccc3NC(=O)C2(C)C)oc2ccccc12	5	-3	-1.0	-4	-1	0.2	0	-5	-1.2	-0.2	-1.8
26	COc1cccc(NC(=O)CN(c2ccc(C)cc2)S(=O)(=O)c2c(C)nn(C)c2C)c1	1	-1	0.7	4	12*	1.0	2	-4	0.9	0.3	-0.6
27	COc1ccc(OCC(=O)Nc2cc(NC(=O)COc3ccc(OC)cc3)cc(C(=O)O)c2)cc1	4	8	2.6	-4	-14	-1.4	1	-2	-0.6	-1.4	-2.1
28	Cc1ccc(C23CC4CC(CC(C(=O)NC(C)C(=O)O)(C4)C2)C3)cc1 (stereo unspecified)	-4	-3	-1.7	-4	-6	0.3	3	-3	0.3	0.5	-1.0
29	O=C(CN1C(=O)S/C(=C\c2ccccc2Cl)C1=O)NC1C=CS(=O)(=O)C1 (stereo unspecified)	1	1	-1.5	1	-7	0.0	-1	-3	0.0	0.4	-0.8
30	CC1(C(=O)NCCC(F)(F)F)Cc2c(-c3cccc(C(F)(F)F)c3)ccnc2O1 (stereo unspecified)	-1	-6	-0.6	-3	-1	nt	0	3	-4.3	-0.8	-1.4
31	COc1ccc(CCN(C)Cc2nc(Cc3ccc(OC)c(OC)c3)no2)cc1OC	2	-1	0.2	-5	-6	0.9	-66	-2	-0.9	-1.9	-1.9
32	CC1(C(=O)NS(=O)(=O)C2CC2)CCCN(C(=O)c2cccc(Cl)c2)C1 (stereo unspecified)	-5	-5	0.9	-6	-1	nt	3	-3	-0.9	-0.1	-1.2
33	Cc1ccc(C(=O)NCC(=O)OCC(=O)c2ccccc2)s1	3	8	-2.5	-7	-6	1.4	-4	4	0.0	0.6	-1.1
34	Cc1ccc(-c2nnn(CC(=O)N(CCCO)C(C(=O)NC3CCCC3)c3ccc(F)cc3)n2)o1 (stereo unspecified)	3	4	-1.3	-6	-6	-0.3	3	-2	-0.1	-0.7	-1.2
35	Cc1ccc(NN2C(=O)C=C(c3ccc(Cl)cc3)C2=O)cc1	-4	-4	-1.9	1	1	-1.3	-4	1	-0.6	3.6	-0.9
36	Cc1oc(-c2ccccc2Cl)nc1CS(=O)CC(=O)NCc1ccc2c(c1)OCO2 (stereo unspecified)	0	4	0.2	2	-11	-0.2	-3	-2	-0.5	0.7	-1.0
37	O=C(CNc1ccc(Br)cc1)c1ccccc1	-4	-1	1.4	2	2	-0.2	1	2	0.2	1.7	-1.5
38	CCN(CC)c1ccc(C=Nn2c(-c3ccc(F)cc3)n[nH]c2=S)c(O)c1	5	0	-1.1	2	-52	nt	-31	3	-1.1	-1.1	-1.1
39	COC(=O)c1c(NC(=S)NC(=O)c2ccco2)sc2c1CCCC2	1	0	-0.3	-1	2	-0.7	0	7	0.4	-1.4	-0.9
40	Cc1cc(C)nc(/N=C(\N)Nc2cc([N+](=O)[O-])ccc2C)n1	0	0	0.0	-2	-1	-0.7	0	0	0.1	-0.9	-1.0
41	COc1ccccc1-n1c(C)c(C(C)=O)c2cc(O)ccc21	-4	-1	-2.8	-2	-5	0.5	-3	-6	-0.1	-2.8	-2.3
42	Cc1cc(C)nc(NCCCc2ccccc2)n1	3	-2	2.8	-4	-3	2.0	-3	-2	0.2	1.8	-1.9
43	COC(=O)C1=C(C)N(C)C(=NCc2ccc(C(F)(F)F)cc2)NC1c1ccc(C(F)(F)F)cc1 (stereo unspecified)	-4	0	-1.8	-4	0	nt	-4	-4	1.8	-0.7	-0.6
44	CCOc1ccc(NC(=O)C2CC(=O)N(c3cc(C)cc(C)c3)C2)cc1 (stereo unspecified)	1	-6	-0.3	-2	-3	-1.0	-1	0	0.0	-0.1	-0.9
45	O=C(O)/C=C(\Oc1ccccc1)C1(O)CCCCC1	-6	-8	-1.3	0	-5	3.3	2	-2	0.2	-0.4	-1.2
46	Cc1cccc([C@@H]2[C@@H]3C(=O)N(Cc4ccccc4)C(=O)[C@@H]3[C@]3(C)C(=O)N(c4cccc(F)c4)C(=O)N23)c1	0	-4	0.3	6	4	2.5	2	2	-0.2	-0.5	-1.0
47	COc1ccc([C@H]2OC(=O)C[C@H]2C(=O)N2CCCCC2)cc1OC	0	5	2.2	-1	-1	nt	2	-6	0.3	-3.9	-1.4
48	COc1ccc(C2=Nc3cccc4cccc(c34)N2)cc1	-6	-3	4.2	-5	-5	-0.3	-5	-1	0.9	3.1	0.1
49	COC(=O)c1ccc2nc(-c3ccc(Cl)cc3)c(Cc3ccccc3)n2c1	2	-6	-1.8	-6	-19	nt	-13	-6	-0.5	-1.3	-1.1
50	Cc1[nH]nc2c1C(c1ccc(N(C)C)cc1)C1=C(CC(C)(C)CC1=O)N2 (stereo unspecified)	-1	3	-1.5	-7	-19	-0.7	-8	-2	-1.1	-2.5	-1.6
51	CC(C)OCCCNCC(O)c1ccccc1 (stereo unspecified)	2	6	-2.4	-5	-1	3.1	-4	-3	-0.6	-1.5	-1.6
52	Cc1cccc(N(C(=O)CNC(=O)c2ccco2)C(C(=O)NC2CCCC2)c2cccnc2)c1 (stereo unspecified)	-4	5	-0.3	-3	4	0.0	7	-1	0.0	0.3	-1.4

High-throughput results as filed in PubChem BioAssay.
